Bioassay records from PubChem.
RGS12 GoLoco inh = blocks human Gai1 binding to RGS12 GoLoco peptide, red readout. AID 880. Potency, µM (doses to about 61.6 µM), for the others: at the highest dose activity, negative = inhibition, usual class: inhibitors. 0.44% of 230,000 active. Gai1:RGS12 GoLoco peptide FP, rhodamine, 10 min. P63096; active = well fitted inhibition curve with a large enough effect, not every such curve was filed as active; inactive = no such curve, though single readings can be large or run the other way; note: nearly all actives have a fitted effect of over 30% in size; many of its hits are not listed in these tables
Target sequence (P63096 whole entry, looked up): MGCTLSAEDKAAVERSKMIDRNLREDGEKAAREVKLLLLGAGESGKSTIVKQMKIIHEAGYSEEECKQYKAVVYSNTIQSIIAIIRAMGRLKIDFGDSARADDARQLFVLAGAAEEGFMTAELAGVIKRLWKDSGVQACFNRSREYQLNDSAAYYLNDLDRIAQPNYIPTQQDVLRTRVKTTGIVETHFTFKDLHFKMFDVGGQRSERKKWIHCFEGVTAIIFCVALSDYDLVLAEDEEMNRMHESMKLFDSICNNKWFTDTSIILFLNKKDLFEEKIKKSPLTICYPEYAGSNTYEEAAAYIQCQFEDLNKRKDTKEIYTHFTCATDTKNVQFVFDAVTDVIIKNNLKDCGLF
IMPase Li inh = IMPase inhibition in cells with lithium potentiation; CHO-M1 cells, IP1 TR-FRET (IP-One), carbachol + lithium; Potency, µM (highest dose often 59.4 µM), for inactives: top-dose activity, negative = IMPase inhibition, usual class: inhibitors; 0.35% of 210,000 active;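 note: IP1 builds up when IMPase is blocked and the TR-FRET signal falls; plate controls were basal vehicle for no effect and high inhibitor control for full effect; nearly all actives have a fitted effect of over 50% in size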
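CHO cells stably expressing M1 receptor (2000/well) were cultured 16–30 h, then exposed to compounds with a small lithium addition for 30 min at 37C. IP1 was measured by TR-FRET competition; AC50 from Hill fits.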
RECQ1 inh = RECQ1 (human) helicase inhibition | P46063 | RECQ1 DNA unwinding, red fluorescence kinetic read | Potency, µM (doses to about 57.3 µM), inactives show at the top dose activity, negative = inhibition, actives largely listed as inhibitors | 0.54% of 240,000 active | AID 2549;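 note: plate controls were vehicle for no effect and no enzyme for full effect; nearly all actives have a fitted effect of over 30% in size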
Target sequence (P46063 whole entry, looked up): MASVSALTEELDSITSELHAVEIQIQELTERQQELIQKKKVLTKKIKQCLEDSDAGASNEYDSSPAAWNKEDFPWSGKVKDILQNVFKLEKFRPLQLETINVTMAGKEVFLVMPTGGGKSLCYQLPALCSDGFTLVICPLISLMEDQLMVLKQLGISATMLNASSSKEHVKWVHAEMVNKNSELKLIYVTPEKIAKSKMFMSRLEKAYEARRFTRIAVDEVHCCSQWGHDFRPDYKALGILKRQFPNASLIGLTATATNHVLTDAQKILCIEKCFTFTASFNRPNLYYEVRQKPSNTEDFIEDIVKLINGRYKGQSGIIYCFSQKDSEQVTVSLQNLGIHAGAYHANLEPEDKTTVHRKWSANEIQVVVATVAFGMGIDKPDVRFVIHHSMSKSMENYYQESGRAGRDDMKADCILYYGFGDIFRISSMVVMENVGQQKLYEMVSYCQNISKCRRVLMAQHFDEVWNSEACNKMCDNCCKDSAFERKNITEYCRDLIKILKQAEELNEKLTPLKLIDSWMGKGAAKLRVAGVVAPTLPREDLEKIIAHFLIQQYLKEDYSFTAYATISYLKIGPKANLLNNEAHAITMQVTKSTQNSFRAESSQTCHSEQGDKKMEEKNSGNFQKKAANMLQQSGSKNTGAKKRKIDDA
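RECQ1T1 50 nM; forked duplex (20 bp + 30-nt ss tails) 200 nM, ATP 2 mM final; pH 8.0, 2 mM MgCl2, 2.5 ug/ml poly(dI-dC); 15 min compound preincubation; discontinuous kinetic read over 2 h at RT.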
* = called active by the depositor; [ ] = another dose, or the depositor's remark. Unless noted, calls come from the whole dose curve; as a rule, active = well fitted curve in the direction sought with a large enough effect; inconclusive = small, poorly fitted or top-dose-only effect, or another doubt; inactive = no such curve, though single readings can be large; an effect the other way counts as inactive or inconclusive. Unless noted, % is set by controls: 0 for no effect and ±100 for the full control effect; potency is the fitted concentration of half-maximal effect.

A first look, five compounds:
COc1ccc2[nH]cc(CCNc3ncncc3-c3ccc(C(=O)N(C)C)cc3)c2c1 was read as RGS12 GoLoco inh 8%, IMPase Li inh 6% and RECQ1 inh inactive.
COc1ccc(-n2c(=O)c(-c3ccc(Cl)cc3)nc3cnc(N4CCNCC4)nc32)cc1 was read as RGS12 GoLoco inh -3%, IMPase Li inh 13% and RECQ1 inh -10%.
Cc1cnc(CNc2ncnc3ccc(-c4cccc(NS(C)(=O)=O)c4)cc23)cn1 was read as RGS12 GoLoco inh 1%, IMPase Li inh 11% and RECQ1 inh 7%.
COc1ccc(-c2nc3cnc(Nc4cccc(OC)c4)nc3n(C3CC3)c2=O)cc1 was read as RGS12 GoLoco inh -19%, IMPase Li inh -6% and RECQ1 inh inactive.
Screening COc1ccccc1-c1nc(N2CCN(C)CC2)c2ccccc2n1 returned RGS12 GoLoco inh 9%, IMPase Li inh 12% and RECQ1 inh inactive.

This part in full, repeating the preview:
COc1ccc2[nH]cc(CCNc3ncncc3-c3ccc(C(=O)N(C)C)cc3)c2c1 was read as RGS12 GoLoco inh 8%, IMPase Li inh 6% and RECQ1 inh inactive.
COc1ccc(-n2c(=O)c(-c3ccc(Cl)cc3)nc3cnc(N4CCNCC4)nc32)cc1 was read as RGS12 GoLoco inh -3%, IMPase Li inh 13% and RECQ1 inh -10%.
Cc1cnc(CNc2ncnc3ccc(-c4cccc(NS(C)(=O)=O)c4)cc23)cn1 was read as RGS12 GoLoco inh 1%, IMPase Li inh 11% and RECQ1 inh 7%.
COc1ccc(-c2nc3cnc(Nc4cccc(OC)c4)nc3n(C3CC3)c2=O)cc1 was read as RGS12 GoLoco inh -19%, IMPase Li inh -6% and RECQ1 inh inactive.
Screening COc1ccccc1-c1nc(N2CCN(C)CC2)c2ccccc2n1 returned RGS12 GoLoco inh 9%, IMPase Li inh 12% and RECQ1 inh inactive.
Screening Cc1ccccc1-c1cc(NCCN2CCOCC2)ncn1 returned RGS12 GoLoco inh 9%, IMPase Li inh 3% and RECQ1 inh -13%.
O=c1c(-c2ccccc2)nc2cnc(N3CCOCC3)nc2n1Cc1ccc(F)cc1 was read as RGS12 GoLoco inh 20%, IMPase Li inh inconclusive and RECQ1 inh -5%.
`CN1CCN(c2ncc3nc(-c4cccc(C#N)c4)c(=O)n(C[C@H]4CCCO4)c3n2)CC1` gave RGS12 GoLoco inh -1%, IMPase Li inh 0% and RECQ1 inh inactive.
COc1cccc(-c2cc(NCc3cnc(C)cn3)ncn2)c1 was read as RGS12 GoLoco inh 4%, IMPase Li inh 3% and RECQ1 inh -13%.
`COc1cccc(Cn2c(=O)c(-c3ccc(F)cc3)nc3cnc(N4CCOCC4)nc32)c1` gave RGS12 GoLoco inh 5%, IMPase Li inh -6% and RECQ1 inh -12%.
COCCn1c(=O)c(-c2cn(C)c3ccccc23)nc2cnc(OCc3ccccc3)nc21 was read as RGS12 GoLoco inh 6%, IMPase Li inh 20% and RECQ1 inh -7%.
`N#CCCn1c(=O)c(-c2cccs2)nc2cnc(Nc3ccccc3)nc21` gave RGS12 GoLoco inh 33%[activator], IMPase Li inh -29% and RECQ1 inh inactive.
`c1nc(N2CCNCC2)c2cc(-c3ccoc3)ccc2n1` gave RGS12 GoLoco inh 5%, IMPase Li inh 7% and RECQ1 inh -8%.
COc1ccc(-c2nc3cnc(Oc4cccc(Cl)c4)nc3n(C[C@H]3CCCO3)c2=O)cc1 was read as RGS12 GoLoco inh 8%, IMPase Li inh -8% and RECQ1 inh inactive.
Screening FC(F)(F)c1ccccc1-c1nc(NCc2cccs2)c2ccccc2n1 returned RGS12 GoLoco inh 46%[activator], IMPase Li inh 12% and RECQ1 inh -9%.
Screening O=c1c(-c2cccs2)nc2cncnc2n1Cc1ccccc1 returned RGS12 GoLoco inh 10%, IMPase Li inh 1% and RECQ1 inh inconclusive.
For COc1cccc(Cn2c(=O)cnc3cnc(Nc4ccccc4)nc32)c1 the results were RGS12 GoLoco inh 72%[activator], IMPase Li inh 12% and RECQ1 inh inactive.
For CN(C)C(=O)c1ccc(-c2cc(NCc3cccs3)ncn2)cc1 the results were RGS12 GoLoco inh 18%, IMPase Li inh -6% and RECQ1 inh -1%.
For COc1cccc(Cn2c(=O)c(-c3ccc(Cl)cc3)nc3cnc(N4CCN(C)CC4)nc32)c1 the results were RGS12 GoLoco inh -2%, IMPase Li inh -7% and RECQ1 inh -5%.
N#Cc1cccc(-c2nc(NCc3ccccc3)c3ccccc3n2)c1 was read as RGS12 GoLoco inh 8%, IMPase Li inh 15% and RECQ1 inh -11%.
`COc1cccc(-c2ccc3ncnc(Nc4ccccc4)c3c2)c1` gave RGS12 GoLoco inh 7%, IMPase Li inh 11% and RECQ1 inh inactive.
CN1CCN(c2ncncc2-c2ccc(C(=O)N(C)C)cc2)CC1 was read as RGS12 GoLoco inh 4%, IMPase Li inh -3% and RECQ1 inh -1%.
`COCCn1c(=O)c(-c2ccccc2)nc2cnc(Oc3cccc(Cl)c3)nc21` gave RGS12 GoLoco inh -4%, IMPase Li inh -2% and RECQ1 inh -6%.
For Cc1ccccc1-c1nccc(NCc2cccnc2)n1 the results were RGS12 GoLoco inh -4%, IMPase Li inh 0% and RECQ1 inh -5%.
`COc1ccccc1-c1ccc2ncnc(NCCN3CCOCC3)c2c1` gave RGS12 GoLoco inh 6%, IMPase Li inh -3% and RECQ1 inh inactive.
For Cc1ccccc1-c1nc(N2CCN(C)CC2)c2ccccc2n1 the results were RGS12 GoLoco inh -9%, IMPase Li inh 13% and RECQ1 inh inactive.
`COc1ccc(-c2nc3cnc(OC)nc3n(CCC#N)c2=O)cc1` gave RGS12 GoLoco inh -2%, IMPase Li inh -11% and RECQ1 inh inactive.
CN(Cc1ccco1)c1ncncc1-c1cccnc1 was read as RGS12 GoLoco inh -5%, IMPase Li inh 0% and RECQ1 inh 28%.
`COc1cccc(-c2nccc(NCc3cccs3)n2)c1` gave RGS12 GoLoco inh -5%, IMPase Li inh 23% and RECQ1 inh -4%.
For O=c1cnc2cnc(N3CCOCC3)nc2n1CCc1ccccc1 the results were RGS12 GoLoco inh 3%, IMPase Li inh 10% and RECQ1 inh -4%.
CS(=O)(=O)Nc1cccc(-c2ccc3ncnc(NC4CCNCC4)c3c2)c1 was read as RGS12 GoLoco inh -5%, IMPase Li inh 13% and RECQ1 inh 14%.
`N#CCCn1c(=O)c(-c2cc(F)cc(F)c2)nc2cnc(Oc3ccccc3)nc21` gave RGS12 GoLoco inh 1%, IMPase Li inh 10% and RECQ1 inh -6%.
CCNc1ncc2nc(-c3cccs3)c(=O)n(Cc3cccc(OC)c3)c2n1 was read as RGS12 GoLoco inh 18%, IMPase Li inh 2µM* and RECQ1 inh -9%.
CN(C)C(=O)c1ccc(-c2cncnc2NCc2cccnc2)cc1 was read as RGS12 GoLoco inh 4%, IMPase Li inh 1% and RECQ1 inh inactive.
Screening CN1CCN(c2ncc3nc(-c4cn(C)c5ccccc45)c(=O)n(C)c3n2)CC1 returned RGS12 GoLoco inh 4%, IMPase Li inh 1% and RECQ1 inh -3%.
`COc1ccc(-n2c(=O)c(-c3ccc(Cl)cc3)nc3cnc(N(C)C)nc32)cc1` gave RGS12 GoLoco inh 12%, IMPase Li inh 2.8µM* and RECQ1 inh -5%.
`O=c1c(-c2cc(F)cc(F)c2)nc2cnc(N3CCOCC3)nc2n1C[C@H]1CCCO1` gave RGS12 GoLoco inh 5%, IMPase Li inh -2% and RECQ1 inh -5%.
Screening CN1CCN(c2ncc3nc(-c4cccc(C#N)c4)c(=O)n(CCC#N)c3n2)CC1 returned RGS12 GoLoco inh 0%, IMPase Li inh -6% and RECQ1 inh inactive.
Screening CS(=O)(=O)Nc1cccc(-c2nc(NC3CC3)c3ccccc3n2)c1 returned RGS12 GoLoco inh -1%, IMPase Li inh 12% and RECQ1 inh -7%.
Screening O=c1c(-c2ccc(Cl)cc2)nc2cnc(N3CCOCC3)nc2n1Cc1ccc(F)cc1 returned RGS12 GoLoco inh -2%, IMPase Li inh -26% and RECQ1 inh -13%.
Screening COc1cccc(Nc2ncc3ncc(=O)n(Cc4cccs4)c3n2)c1 returned RGS12 GoLoco inh 10%, IMPase Li inh 36%[activator] and RECQ1 inh -5%.
Screening CN1CCN(c2ncnc3ccc(-c4ccc5c(c4)OCO5)cc23)CC1 returned RGS12 GoLoco inh 14%, IMPase Li inh 22% and RECQ1 inh -4%.
CN1CCN(c2ncc3nc(-c4cn(C)c5ccccc45)c(=O)n(CCc4ccccc4)c3n2)CC1 was read as RGS12 GoLoco inh 4%, IMPase Li inh -3% and RECQ1 inh -3%.
`O=c1cnc2cncnc2n1Cc1ccccc1Cl` gave RGS12 GoLoco inh 11%, IMPase Li inh 10% and RECQ1 inh -2%.
Screening N#CCCn1c(=O)c(-c2ccc(F)cc2)nc2cnc(OCc3ccccc3)nc21 returned RGS12 GoLoco inh -7%, IMPase Li inh -15% and RECQ1 inh -10%.
`Cc1noc(C)c1-c1ccc2ncnc(N3CCC(C(=O)O)CC3)c2c1` gave RGS12 GoLoco inh 11%, IMPase Li inh -5% and RECQ1 inh 1%.
`CN1CCN(c2ncncc2-c2ccc(N(C)C)cc2)CC1` gave RGS12 GoLoco inh 4%, IMPase Li inh -1% and RECQ1 inh 1%.
Screening Cc1nc2cnc(Oc3ccccc3)nc2n(C)c1=O returned RGS12 GoLoco inh 3%, IMPase Li inh 0% and RECQ1 inh 0%.
For COc1cccc(Cn2c(=O)c(-c3ccc(F)cc3)nc3cnc(N(C)C)nc32)c1 the results were RGS12 GoLoco inh 9%, IMPase Li inh 8% and RECQ1 inh inactive.
`c1cncc(CNc2nc(-c3cccnc3)nc3ccccc23)c1` gave RGS12 GoLoco inh 7%, IMPase Li inh 15% and RECQ1 inh 1%.
Screening COc1cccc(Cn2c(=O)c(-c3cccs3)nc3cncnc32)c1 returned RGS12 GoLoco inh -3%, IMPase Li inh 10% and RECQ1 inh -4%.
`COc1ccccc1-c1nc(NCc2cccs2)c2ccccc2n1` gave RGS12 GoLoco inh -3%, IMPase Li inh 17% and RECQ1 inh -2%.
For COc1ccc2[nH]cc(CCNc3ncncc3-c3cccc(NS(C)(=O)=O)c3)c2c1 the results were RGS12 GoLoco inh -6%, IMPase Li inh 4% and RECQ1 inh inactive.
`c1ccc(CNc2ccnc(-c3cccnc3)n2)cc1` gave RGS12 GoLoco inh 7%, IMPase Li inh 15% and RECQ1 inh -2%.
Screening COc1ccccc1CNc1nc(-c2ccccc2OC)nc2ccccc12 returned RGS12 GoLoco inh -1%, IMPase Li inh 9% and RECQ1 inh 1%.
`COc1cccc(Cn2c(=O)c(-c3ccc(Cl)cc3)nc3cncnc32)c1` gave RGS12 GoLoco inh 21%, IMPase Li inh 11% and RECQ1 inh -11%.
For COCCn1c(=O)c(-c2cccc(C#N)c2)nc2cnc(OCc3ccccc3)nc21 the results were RGS12 GoLoco inh -7%, IMPase Li inh 24% and RECQ1 inh inactive.
Cc1noc(C)c1-c1nccc(NCCN2CCOCC2)n1 was read as RGS12 GoLoco inh -8%, IMPase Li inh 7% and RECQ1 inh 4%.
`CCNc1ncc2nc(-c3ccc(OC)cc3)c(=O)n(CCOC)c2n1` gave RGS12 GoLoco inh 0%, IMPase Li inh inconclusive and RECQ1 inh inactive.
Screening COc1cccc(Cn2c(=O)cnc3cnc(Oc4ccccc4)nc32)c1 returned RGS12 GoLoco inh -5%, IMPase Li inh 8% and RECQ1 inh inactive.
`FC(F)(F)c1ccccc1-c1nccc(NCc2cccs2)n1` gave RGS12 GoLoco inh -5%, IMPase Li inh 28% and RECQ1 inh -25%.
COc1ccc(-n2c(=O)c(CCc3ccccc3)nc3cncnc32)cc1 was read as RGS12 GoLoco inh 15%, IMPase Li inh 9% and RECQ1 inh -1%.
`COc1ccc(Oc2ncc3nc(-c4cn(C)c5ccccc45)c(=O)n(C4CC4)c3n2)cc1` gave RGS12 GoLoco inh 0%, IMPase Li inh 4% and RECQ1 inh -5%.
For CN(C)c1ncc2nc(-c3ccc(Cl)cc3)c(=O)n(Cc3ccc(F)cc3)c2n1 the results were RGS12 GoLoco inh 4%, IMPase Li inh 3% and RECQ1 inh -6%.
`Cn1c(=O)c(-c2cccs2)nc2cncnc21` gave RGS12 GoLoco inh -3%, IMPase Li inh 10% and RECQ1 inh -11%.
For COCCn1c(=O)c(-c2ccc(Cl)cc2)nc2cnc(N(C)C)nc21 the results were RGS12 GoLoco inh -2%, IMPase Li inh -19% and RECQ1 inh inactive.
CN1CCN(c2ncc3nc(-c4ccc(F)cc4)c(=O)n(C4CC4)c3n2)CC1 was read as RGS12 GoLoco inh -15%, IMPase Li inh -9% and RECQ1 inh -2%.
CN(C)c1ncc2nc(-c3ccc(Cl)cc3)c(=O)n(C)c2n1 was read as RGS12 GoLoco inh 4%, IMPase Li inh -1% and RECQ1 inh -2%.
CC(=O)NCCNc1cc(-c2ccccc2C)ncn1 was read as RGS12 GoLoco inh 9%, IMPase Li inh 0% and RECQ1 inh -6%.

Not all compounds are listed (hit frequency here may not be typical).
